RAD54 inh: inhibitors of human RAD54 branch migration. Q92698. RAD54 Holliday junction branch migration, FAM/BHQ fluorescence. inhibition, % at 10.4 µM. actives 0.14% (n = 360,000). AID 602329;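 active = mean normalized replicate activity at least 40 and at least half of replicates scoring 40 or more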;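 also: 0% = median of neutral control wells and 100% = median of positive control wells; inhibitors cause a drop in the FAM fluorescence signal; in these data hits start at about 50%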
Target sequence (Q92698 whole entry, looked up): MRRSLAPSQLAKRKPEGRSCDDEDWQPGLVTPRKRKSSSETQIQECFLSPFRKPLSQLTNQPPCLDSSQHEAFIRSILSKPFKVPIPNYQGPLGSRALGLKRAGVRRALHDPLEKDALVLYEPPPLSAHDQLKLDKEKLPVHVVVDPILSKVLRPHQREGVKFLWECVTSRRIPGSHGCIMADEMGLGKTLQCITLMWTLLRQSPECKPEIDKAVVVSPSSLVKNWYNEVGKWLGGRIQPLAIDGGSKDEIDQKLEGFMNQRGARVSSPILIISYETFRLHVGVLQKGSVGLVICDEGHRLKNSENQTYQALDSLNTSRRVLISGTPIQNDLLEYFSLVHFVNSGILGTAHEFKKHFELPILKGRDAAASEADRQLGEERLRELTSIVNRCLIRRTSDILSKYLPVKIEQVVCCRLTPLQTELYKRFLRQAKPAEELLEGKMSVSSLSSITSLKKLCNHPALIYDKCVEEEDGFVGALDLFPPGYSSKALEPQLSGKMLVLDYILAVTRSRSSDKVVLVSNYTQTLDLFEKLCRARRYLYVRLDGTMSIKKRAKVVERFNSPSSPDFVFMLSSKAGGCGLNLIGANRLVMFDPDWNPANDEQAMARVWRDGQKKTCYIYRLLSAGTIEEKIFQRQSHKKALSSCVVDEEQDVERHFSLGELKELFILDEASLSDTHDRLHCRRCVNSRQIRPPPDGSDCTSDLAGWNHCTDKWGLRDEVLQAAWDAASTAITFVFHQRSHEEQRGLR
esBAF inh: inhibitors of esBAF chromatin remodeling in mouse ES cells; reporter increase, % at 12.5 µM; AID 602393; Bmi1-luciferase knock-in reporter, 24 h; 100% = twice the neutral-well signal; actives 2% (n = 350,000); in the data active = activation above about 40%;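 also: 0% = median of the plate's neutral control wells and 100% = double that signal; a rise in the Bmi1 reporter signal indicates esBAF inhibition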
Xi reactivation: X-chromosome reactivation activator. XiGFP mouse fibroblasts, % GFP-positive cells imaging, 3 d; cells co-treated with 5-aza-dC sensitizer; scaled so ellipticine positive control = 100%. activation, % at 7.58 µM. actives 0.055% (n = 360,000);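 active = mean normalized replicate activation at least 10% and every replicate at or above 10%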;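 also: 0% = median of on-plate neutral control wells and 100% = ellipticine 6 µM median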
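material = 68-5-11 XiGFP fibroblast line | medium = DMEM plus 5-aza-dC sensitizer | schedule = 3 days compound exposure | benchmarks = positive control ellipticine, 6 µM final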
E-selectin induc: E-selectin induction on HUVECs; P16581; HUVEC E-selectin immunofluorescence imaging; normalized: neutral wells 0, TNF-alpha wells 100; activation, % at 7.58 µM; actives 0.37% (n = 260,000);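 active = mean E-selectin-positive cell signal at least 10% of the positive control, reached in at least 60% of replicates, without over 20% cell loss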;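 also: in these data hits start at about 27%; measured in HUVEC primary endothelial cells; signal is the percent of cells scored E-selectin positive by PE staining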
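Assay system: HUVEC primary endothelial cells. Input: 3,000 HUVEC seeded per well. Doses: one compound dose added by pin transfer. Read-out basis: % PE-positive cells. Benchmarks: TNF-alpha high, DMSO low. Detection: immunofluorescence imaging. Buffer or medium: EGM-2, gelatin.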
EWS-Fli block: EWS/Fli transcriptional activity inhibition; A673 NR0B1-luciferase reporter, viability-normalised; inhibition, % at 12.6 µM; actives 0.67% (n = 350,000); AID 651661;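 active = mean inhibition of at least 50% after viability correction, with every replicate also passing that limit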;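 also: firefly luciferase signal divided by Alamar Blue viability fluorescence both relative to DMSO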
RAD52 anneal inh: inhibitors of human RAD52 DNA annealing | P43351 | recombinant RAD52 DNA annealing, FRET fluorescence | inhibition, % at 18.7 µM | actives 0.46% (n = 360,000) | AID 651710;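 active = every replicate showing at least 50% inhibition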
S100A4 inh HTS: blocks human S100A4 binding to myosin IIA peptide | S100A4/TAMRA-MyoIIA peptide fluorescence polarization | inhibition, % at 10.7 µM | actives 0.14% (n = 360,000);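 active = mean inhibition of at least 70% across replicates, with every replicate also reaching that level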
Target sequence (P26447 whole entry, looked up): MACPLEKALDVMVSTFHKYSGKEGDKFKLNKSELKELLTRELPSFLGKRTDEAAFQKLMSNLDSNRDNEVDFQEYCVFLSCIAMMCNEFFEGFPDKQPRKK
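Material: S100A4 monomer protein / Buffer or medium: 50 mM HEPES pH 7.2, 10 mM CaCl2, 100 mM KCl / Times: 5 min incubation before reading / Benchmarks: neutral control DMSO, positive control TFP / Reagent: labelled myosin peptide probe, 5 nM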
FN deposit inh: fibronectin deposition inhibition; AH1F fibroblasts, Alexa488-fibronectin deposition fluorescence, overnight; inhibition, % at 12.6 µM; actives 0.086% (n = 350,000); AID 743247;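 active = mean inhibition across replicates of 30% or more, regardless of how many single replicates reach that level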;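 also: positive control wells lacked labelled fibronectin entirely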
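Assay system: AH1F fibroblasts / Quantity: 10000 cells per well / Medium: DMEM plus 2% serum, read in PBS / Reagent: labelled fibronectin 24 nM / Dosing: single dose, pinned / Times: 1 h cell attachment, overnight exposure to compound and label / Signal: fluorescence, ex 485 nm, em 525 nm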
The depositor's hits bear a star; / = not tested or not shown. This is a random part of the collection; 3% or so of the library scored in one or more.

SMILES	RAD54 inh	esBAF inh	Xi reactivation	E-selectin induc	EWS-Fli block	RAD52 anneal inh	S100A4 inh HTS	FN deposit inh
COc1ccc(OC)c(S(=O)(=O)Nc2ccc(O)c(Sc3ncn[nH]3)c2)c1	1.9	-7.8	/	/	0.2	-14.1	-0.4	/
C[C@@H]1CN([C@H](C)CO)C(=O)c2cc(NC(=O)C3CC3)ccc2O[C@H]1CN(C)C(=O)NC1CCCCC1	7.2	6.2	-0.2	0.0	-2.8	-8.6	-5.7	/
O=C1NC[C@H](Cc2ccccc2)N(C[C@H]2CCCN2C[C@H](Cc2ccccc2)N2C[C@H](Cc3ccccc3)N(CC3CCCCCC3)C(=O)C2=O)C1=O	7.8	-1.7	0.1	-0.3	7.2	24.7	2.2	/
O=C(CNS(=O)(=O)c1c(Cl)cccc1Cl)N1CCCCCC1	1.6	7.7	0.0	/	-0.6	0.8	-1.5	-0.4
CCCNC(=O)C[C@H]1CC[C@H]2[C@@H](COC[C@@H](O)CN2C(=O)c2ccccn2)O1	-5.5	-4.0	0.2	0.1	-1.6	8.2	0.3	-1.5
C[C@H](CO)N1C[C@H](C)[C@@H](CN(C)C)Oc2ccc(NS(C)(=O)=O)cc2CC1=O	1.8	2.5	-0.7	0.0	-8.6	-0.2	5.9	-3.8
CCOC(=O)C(C)c1c(C(=O)c2ccc(C)nc2)c2ccccc2n1C (configuration not stated)	/	/	0.0	-0.1	0.6	-1.6	-4.2	2.5
Cc1ccc(NC(=O)C(C)OC(=O)Cc2c[nH]c3ccccc23)cc1 (configuration not stated)	/	1.0	0.2	/	11.7	-8.4	-2.4	-1.4
COc1ccc(CC(=O)NCCS(=O)(=O)N2CCN(c3ccccc3)CC2)cc1OC	1.3	5.3	0.2	7.0	10.1	-4.2	0.8	0.8
CCN(CC)c1nc2c(c(=O)[nH]c(=O)n2C)n1Cc1ccccc1Cl	-0.7	-3.9	0.0	/	-1.5	5.9	-1.7	-2.7
Cc1cc(C(F)(F)F)nc(NCc2cccnc2)n1	12.5	-5.2	/	-1.2	/	/	/	0.3
CCC(C(=O)OCC(=O)c1ccc(OC)cc1OC)c1ccccc1 (configuration not stated)	-4.3	20.1	0.7	/	-17.9	-23.9	-6.3	1.9
CC=Cc1ccc2n(c1=O)C[C@@H]1[C@@H](CO)[C@H](C(=O)N3CCCCC3)[C@H]2N1CC1CCCC1 (mixture of isomers)	-3.7	-3.7	1.0	0.0	6.9	-2.0	-3.0	/
CCC(=O)Nc1sc2c(c1C(=O)OC)CCN(Cc1ccccc1)C2	14.8	-4.1	-0.2	0.4	-21.8	-4.8	-2.6	13.7
O=C(O)c1ccc2c(c1)N(Cc1ccccc1)C(=O)c1ccccc1S2	/	3.7	0.3	4.8	-1.4	-6.4	-5.1	0.5
O=c1oc2ccccc2n1Cc1ccccc1	/	/	0.3	/	-6.0	-17.8	-1.3	0.8
O=C(NCc1cccc(Cl)c1)c1ccc2c(c1)SC1=NS(=O)(=O)CCN12	/	/	0.0	1.3	10.1	-30.4	15.0	21.7
Cc1cc(C(=O)COc2ccccc2Cl)c(C)n1C1CC1	7.5	14.0	0.3	-0.3	-87.4	-19.2	-3.9	5.8
CC(C)Cn1c(N)c(C(=O)NCCN2CCOCC2)c2nc3ccccc3nc21	2.8	-1.5	/	/	11.3	-26.5	-33.5	/
CCSc1nnc(NC(=O)Nc2cccc(C)c2)s1	/	/	0.0	0.2	-75.3	-13.9	-1.8	-4.7
C[C@H](CO)N1C[C@H](C)[C@@H](CN(C)Cc2ccncc2)OCCCC[C@H](C)Oc2ccc(NS(=O)(=O)c3ccccc3)cc2C1=O	5.0	0.8	0.2	/	-0.7	7.7	-2.3	2.2
Cc1ccc(C)c(NC(=O)c2nc(Cl)ccc2Cl)c1	0.1	37.4	0.2	5.8	-5.1	-13.5	-3.0	-2.1
CC(C)NC(=O)N(C)C[C@H]1OCCCC[C@@H](C)Oc2ccc(NS(C)(=O)=O)cc2C(=O)N([C@H](C)CO)C[C@H]1C	-9.6	-1.0	0.1	0.0	1.9	5.9	5.8	/
CN(C)C(=O)c1ccc(-c2ccc3c(c2)[C@@H]2[C@@H](CCN2Cc2cncnc2)[C@@H](CO)N3)cc1	-12.9	-4.6	0.0	-0.1	-4.9	/	/	-9.4
CC(C)NC(=O)N(C)C[C@@H]1Oc2cc(C3=CCCC3)ccc2S(=O)(=O)N([C@H](C)CO)C[C@@H]1C	2.9	-4.5	-0.9	-0.4	-7.4	-11.8	1.7	/
More compounds follow.
SMILES	RAD54 inh	esBAF inh	Xi reactivation	E-selectin induc	EWS-Fli block	RAD52 anneal inh	S100A4 inh HTS	FN deposit inh
COC(=O)[C@@H](CC(C)C)NS(=O)(=O)N(Cc1ccccc1)[C@@H](CC(C)C)C(=O)OC	4.7	-8.1	0.0	/	5.3	4.1	1.4	-2.6
COc1ccc(S(=O)(=O)Nc2ccc3c(c2)CC(=O)N([C@H](C)CO)C[C@H](C)[C@@H](CN(C)S(=O)(=O)c2c(C)noc2C)O3)cc1	2.2	2.8	-1.2	0.1	-3.5	-26.7	-2.5	0.7
COc1ccc(C(=O)NCC2OCCc3ccccc32)cc1 (configuration not stated)	0.2	22.5	/	/	/	/	-6.0	-6.9
C[C@@H]1CN([C@@H](C)CO)C(=O)c2cc(NC(=O)C3CC3)ccc2O[C@@H]1CN(C)S(=O)(=O)c1ccc(F)cc1	-10.1	-3.3	-0.1	-0.4	7.9	-8.7	-9.3	/
CN(C)C(=O)C[C@@H]1CC[C@H](NC(=O)C2CC2)[C@@H](CO)O1	-4.0	2.2	/	/	-3.5	-9.4	7.0	/
COc1ccccc1NC(=O)CN1CCN(C(=O)C2CCCO2)CC1 (configuration not stated)	-11.7	/	-0.1	-4.4	-0.3	-7.1	-4.0	-3.4
CCC1(C)Cc2c(sc3nc(SC)nc(N)c23)CO1 (configuration not stated)	-15.7	-4.2	/	/	/	6.1	4.2	/
CC(=O)c1ccc(S(=O)(=O)NCCc2csc(-c3cccnc3)n2)cc1	6.5	-9.4	0.3	-0.7	/	-35.5	-0.4	/
CC(C)NC(=O)N[C@@H]1CC[C@H](CCNC(=O)C2CCOCC2)O[C@@H]1CO	2.1	0.1	0.2	-0.4	-3.5	-5.4	-3.8	3.1
COc1ccc(-n2nc(C(=O)NCC(=O)N3CCCC3)c3ccccc3c2=O)cc1Cl	-4.3	59.1*	0.2	-0.1	-1.4	3.3	-2.6	6.6
O=C(C[C@@H]1CC[C@@H]2[C@H](COC[C@H](O)CN2C(=O)Nc2cccc(Cl)c2)O1)NCCCN1CCOCC1	-3.6	7.6	0.0	0.1	-22.2	8.0	-0.9	-8.2
O=C(NCC(c1cccs1)N1CCOCC1)c1ccc(Cl)nc1 (configuration not stated)	0.7	-6.5	0.0	0.1	9.3	-11.5	2.1	18.6
COc1ccc(S(=O)(=O)N(C)C[C@H]2Oc3ccc(N(C)C)cc3CC(=O)N([C@H](C)CO)C[C@@H]2C)cc1	-6.9	-7.1	0.3	-0.1	-1.0	-7.1	10.9	0.6
CC(C)CCNC(=O)Cn1c2c(c(-c3ccccc3Cl)cc1=O)CCC2	-0.4	-15.4	0.0	-0.2	5.9	-2.1	3.7	-7.2
CC1CN(C(=O)COC(=O)c2c(Cl)cccc2Cl)CC(C)O1 (configuration not stated)	/	/	0.3	/	0.8	6.4	-1.2	4.4
O=C(/C=C/c1cc2ccccc2o1)c1ccccc1O	-2.5	/	-0.1	-0.1	-103.4	-4.9	-1.5	0.1
C[C@@H]1CN([C@@H](C)CO)C(=O)c2cc(C#Cc3cccnc3)cnc2O[C@@H]1CN(C)Cc1cccnc1	-10.8	3.8	-1.3	-0.3	-8.6	4.7	18.1	-0.3
Cc1cc(/C=C(\C#N)C(=O)NCc2cccs2)c(C)n1-c1ccc([N+](=O)[O-])cc1	3.0	-10.2	/	/	11.8	-12.4	-6.4	/
COc1ccc(NC(=O)CSc2ccccc2)c([N+](=O)[O-])c1	/	57.4*	-0.2	/	-10.6	-27.6	-25.1	-13.3
CC1CCCCC1NC(=O)COC(=O)c1c2c(nc3ccccc13)/C(=C/c1ccco1)CC2 (configuration not stated)	/	/	0.0	/	-9.9	-18.6	-4.9	-1.6
CC(C)Oc1ccc(C(=O)OC(C)C(=O)NC2CCCCC2C)cc1 (configuration not stated)	-3.4	-8.7	0.0	0.1	14.2	-2.6	-1.8	5.0
Cc1cc(N=Cc2c(O)n(-c3cccc(Cl)c3)c(=O)c3ccccc23)no1	26.4	1.6	-0.1	/	/	/	/	-5.2
COc1cc(/C=C2/SC(=S)N(Cc3ccccc3)C2=O)ccc1OCC(=O)O	-2.6	-3.0	0.0	-0.2	15.5	-45.2	-0.6	12.7
C[C@@H]1CN([C@H](C)CO)C(=O)c2cc(C#CC3CCCC3)cnc2O[C@H]1CN(C)C(=O)C1CC1	-0.2	0.9	-0.4	-0.4	0.3	-12.7	-16.7	-6.7
CN1C[C@@H]2[C@@H]3C(=O)N(Cc4ccccc4)C(=O)[C@@H]3[C@](Cc3ccccc3)(C1=O)N2C(=O)c1ccc(Br)cc1	-9.1	-4.1	0.0	0.6	4.5	-60.9	-6.2	6.1
(cont.)
SMILES	RAD54 inh	esBAF inh	Xi reactivation	E-selectin induc	EWS-Fli block	RAD52 anneal inh	S100A4 inh HTS	FN deposit inh
C=CCNC(=S)N/N=C(\C)c1cccc(NC(C)=O)c1	/	/	-0.1	3.6	1.5	-18.3	2.0	-6.3
O=C(Nc1ccccc1F)N1CC(=O)N2[C@@H](CO)[C@@H](c3ccc(C#CC4CC4)cc3)[C@@H]2C1	/	/	0.1	0.0	4.8	-23.3	-10.3	/
Cc1ccc2nc(SCC(=O)Nc3cc(C(C)(C)C)nn3-c3ccccc3)[nH]c2c1	/	3.9	0.1	/	6.7	-8.9	-9.9	-0.6
C[C@H](CO)N1C[C@H](C)[C@@H](CN(C)CC2CCOCC2)Oc2ncc(C#CCc3ccccc3)cc2C1=O	5.2	-2.8	-0.4	0.0	1.6	-3.5	5.2	/
CO[C@H]1CN(C)C(=O)c2cc(NC(=O)C3CCC3)ccc2OC[C@H](C)N(Cc2cccnc2)C[C@@H]1C	-13.4	-0.6	0.0	0.0	-3.8	2.9	1.2	0.5
COc1ccccc1NC(=S)NCC1CCC(CNC(=S)Nc2ccccc2OC)CC1 (configuration not stated)	/	/	-0.1	0.0	3.7	-8.1	-3.6	3.6

Random excerpt: five records from the list, in no set order.
SMILES	RAD54 inh	esBAF inh	Xi reactivation	E-selectin induc	EWS-Fli block	RAD52 anneal inh	S100A4 inh HTS	FN deposit inh
COc1ccc(NC(=O)CSc2ccccc2)c([N+](=O)[O-])c1	/	57.4*	-0.2	/	-10.6	-27.6	-25.1	-13.3
COc1ccc(-n2nc(C(=O)NCC(=O)N3CCCC3)c3ccccc3c2=O)cc1Cl	-4.3	59.1*	0.2	-0.1	-1.4	3.3	-2.6	6.6
O=C1NC[C@H](Cc2ccccc2)N(C[C@H]2CCCN2C[C@H](Cc2ccccc2)N2C[C@H](Cc3ccccc3)N(CC3CCCCCC3)C(=O)C2=O)C1=O	7.8	-1.7	0.1	-0.3	7.2	24.7	2.2	/
COc1ccc(S(=O)(=O)N(C)C[C@H]2Oc3ccc(N(C)C)cc3CC(=O)N([C@H](C)CO)C[C@@H]2C)cc1	-6.9	-7.1	0.3	-0.1	-1.0	-7.1	10.9	0.6
C[C@@H]1CN([C@@H](C)CO)C(=O)c2cc(NC(=O)C3CC3)ccc2O[C@@H]1CN(C)S(=O)(=O)c1ccc(F)cc1	-10.1	-3.3	-0.1	-0.4	7.9	-8.7	-9.3	/
